Source: PubChem BioAssay
p53 reactivator – qHTS assay for re-activators of p53 using a Luc reporter; actives 0.063% (n = 320,000); H1299 p53-A138V BP100-luciferase reporter, luminescence, 24 h; AID 504706, 2011; Potency, µM (titrated, usually from 92.2 µM), without a hit: at the highest dose activity change, positive = activation, usual class: activators; note: potency is the fitted concentration of half-maximal effect; % of control where 0% means no effect; nearly all actives have a fitted effect of over 45% in size
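H1299 (p53-null), stable ts p53-A138V + BP100-Luc; 1000 cells/well, Opti-MEM/10% FBS; cpd 4 pt, 1:5; 24 h, 37 deg C, 5% CO2; detection reagent 10 min RT; luminescence.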
USP2a inh – qHTS Assay for Inhibitors of Ubiquitin-specific Protease USP2a Using CHOP2 as the Reporter. USP2 core, Ub-CHOP2 coupled fluorogenic reporter, 485/531. AID 463254, 2010. actives 0.01% (n = 330,000). Potency, µM (highest dose often 38.3 µM), for the others: at the top dose activity change, negative = inhibition, actives largely listed as inhibitors. Ubiquitin carboxyl-terminal hydrolase 2 (Homo sapiens), O75604;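 note: potency is the fitted concentration of half-maximal effect; plate controls were DMSO wells for no effect and full inhibition by NEM control for full effect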
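Cell-free coupled assay: 10nM USP2 core preincubated 30min RT with compound in Tris-HCl pH 8.0/CaCl2/CHAPS buffer, then 25nM Ub-CHOP2 and 25nM reporter substrate; fluorescence (Ex 485/Em 531) read after 60min RT, normalized to NEM inhibition, concentration-response curves fitted.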
uPA surface inh – qHTS for Inhibitors of Cell Surface uPA Generation; AID 540303, 2011; actives 0.31% (n = 330,000); cell surface uPA generation assay, qHTS; Potency, µM (doses to about 38.3 µM), for inactives: at the top dose activity change, negative = inhibition, usual class: inhibitors; active = well fitted inhibition curve with a large enough effect; inconclusive = small, poorly fitted or top-dose-only effect; inactive = no such curve, though single readings can be large or run the other way; tested in mouse RAW 264.7 cells; note: potency is the fitted concentration of half-maximal effect; % is set by controls: 0 for no effect and ±100 for the full control effect; nearly all actives have a fitted effect of over 55% in size
S-ASM inh – Inhibitors of Secretory Acid Sphingomyelinase (S-ASM): qHTS; Sphingomyelin phosphodiesterase (Homo sapiens), P17405; placental ASM, HMU-PC fluorogenic substrate, 60 min; Potency, µM (highest dose often 57.5 µM), without a hit: at the highest dose activity change, negative = inhibition, usual class: inhibitors; actives 0.006% (n = 340,000); note: potency is the fitted concentration of half-maximal effect
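Human placenta-derived ASM enzyme was preincubated with compound for 10 minutes at room temperature, then given fluorogenic substrate HMU-PC0 (9 uM final) for 60 minutes at 37 °C; a pH 10 stop preceded fluorescence reading at Ex 386/Em 447 nm.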
TSG101-PTAP inh – qHTS Assay for Iinhibitors of HIV-1 Budding by Blocking the Interaction of PTAP/TSG101; AID 493005, 2010; Potency, µM (series often up to 115 µM), inactives show top-dose activity change, negative = inhibition, hits mostly inhibitors; Fluorescence polarization, FITC-PTAP peptide / Tsg101 binding; 340,000 tested, under 10 active; Tumor susceptibility gene 101 protein (Homo sapiens), Q99816; active = well fitted inhibition curve with a large enough effect in the main read-out, with a control signal flat, not every such curve was filed as active; inconclusive = small, poorly fitted or top-dose-only effect, or effect the other way, or a change in a side signal; inactive = no such curve, though single readings can be large or run the other way; note: potency is the fitted concentration of half-maximal effect; % of control where 0% means no effect
Target sequence (Q99816 whole entry, looked up): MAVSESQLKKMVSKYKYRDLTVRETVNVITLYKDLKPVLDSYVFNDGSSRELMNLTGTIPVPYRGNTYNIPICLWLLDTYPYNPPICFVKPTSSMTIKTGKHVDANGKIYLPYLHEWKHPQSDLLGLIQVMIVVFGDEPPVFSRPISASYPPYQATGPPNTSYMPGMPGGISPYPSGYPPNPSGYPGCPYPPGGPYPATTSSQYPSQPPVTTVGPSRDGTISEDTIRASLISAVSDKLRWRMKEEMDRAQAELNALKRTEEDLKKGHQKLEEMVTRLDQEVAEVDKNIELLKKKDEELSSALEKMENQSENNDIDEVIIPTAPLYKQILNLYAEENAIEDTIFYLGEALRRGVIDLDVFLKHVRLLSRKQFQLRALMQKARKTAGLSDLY
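Steps: Tsg101 binding domain dispensed (10 uM final), compounds pinned in DMSO, FITC-labeled PTAP-motif peptide added (50 nM final); after 20 min binding at room temperature, polarization measured.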
BRCA1 expr up – qHTS Assay to Identify Small Molecule Activators of BRCA1 Expression. MCF7-BRCA1-FFLuc reporter, luminescence, 48 h; response scale: scaled: vehicle 0%, 10 µM genistein 100%. Potency, µM (top dose mostly 46.1 µM), inactives show at the highest dose activation, actives largely listed as activators. actives 1.1% (n = 380,000); note: potency is the fitted concentration of half-maximal effect; nearly all actives have a fitted effect of over 80% in size; some results filed as inactive show a strong effect at the top dose
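Activators of BRCA1 expression were detected as increased firefly luciferase luminescence in engineered MCF7 cells after 48 h compound incubation. Signals were scaled to genistein 10 microM as full activation.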
ELG1 genotox – qHTS screen for small molecules that induce genotoxicity in human embryonic kidney (HEK293T) cells expressing luciferase-tagged ELG1 | HEK293T ELG1-luciferase reporter, luminescence, 16 h | Potency, µM (titrated, usually from 46 µM), for inactives: top-dose activity change, positive = activation, usual class: activators | AID 504466, 2011 | actives 1.3% (n = 330,000); note: potency is the fitted concentration of half-maximal effect; % of control where 0% means no effect; nearly all actives have a fitted effect of over 60% in size
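Cells (2,000/well) expressing the ELG1-luciferase fusion are dosed by pin tool and kept 16 hr at 37 °C, 5% CO2. Signal comes from ONE-Glo luciferase reagent after 30 min at room temperature.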
Integrin act MD – qHTS for Activators of Integrin-Mediated Alleviation for Muscular Dystrophy; Potency, µM (titrated, usually from 38.3 µM), for inactives: at the highest dose activation, actives largely listed as activators; alpha7betagal myoblasts, beta-gal FDG fluorescence, 48 h; actives 0.064% (n = 350,000);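 note: potency is the fitted concentration of half-maximal effect; 100% = response of the positive control SU9516; nearly all actives have a fitted effect of over 60% in size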
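alpha7betagal+/- myoblasts (passage 13, 250/well) treated 48 h at 37C with compounds at 1:260 dilution of DMSO stock. Lysed, then beta-galactosidase activity read as FDG fluorescence (ex 480/em 540) after 30 min, with pre-read for autofluorescence.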
TRPV1 ag – HTS Assay for Compounds that Act as Agonists of the Vanilloid Receptor 1; TRPV1-expressing cells, Fluo-8 calcium influx, agonist mode; activation, % at 8.33 µM; actives 0.19% (n = 320,000); in the data active = activation above about 80%; inconclusive = between about 30% and that limit; note: 0% is about no effect
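Fluo-8 calcium influx in TRPV1-expressing cells, kinetic read (ex 480/em 520 nm). Compound added and read 3 min for agonist activity, followed by capsaicin at EC20 final and 2 min further read for enhancement.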
B2AR arrestin – qHTS assay of beta-arrestin-biased ligands of beta2-adrenergic receptor | beta-arrestin recruitment to beta2AR, cell-based reporter | Potency, µM (titrated, usually from 46.1 µM), inactives show at the top dose activation, hits mostly activators | actives 0.02% (n = 330,000);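 note: potency is the fitted concentration of half-maximal effect; 0% = DMSO controls and full agonism = EC100 isoproterenol or metaproterenol; nearly all actives have a fitted effect of over 65% in size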
Eya2 phos inh – qHTS Assay for Inhibitors of the Phosphatase Activity of Eya2 | AID 488837, 2010 | actives 0.006% (n = 330,000) | Protein phosphatase EYA2 (Homo sapiens), O00167 | Potency, µM (doses to about 76.9 µM), inactives show at the top dose activity, negative = inhibition, hits mostly inhibitors | recombinant Eya2, OMFP fluorescence dephosphorylation (OMFP is methylfluorescein phosphate); note: potency is the fitted concentration of half-maximal effect; % is set by controls: 0 for no effect and ±100 for the full control effect
Target sequence (O00167 whole entry, looked up): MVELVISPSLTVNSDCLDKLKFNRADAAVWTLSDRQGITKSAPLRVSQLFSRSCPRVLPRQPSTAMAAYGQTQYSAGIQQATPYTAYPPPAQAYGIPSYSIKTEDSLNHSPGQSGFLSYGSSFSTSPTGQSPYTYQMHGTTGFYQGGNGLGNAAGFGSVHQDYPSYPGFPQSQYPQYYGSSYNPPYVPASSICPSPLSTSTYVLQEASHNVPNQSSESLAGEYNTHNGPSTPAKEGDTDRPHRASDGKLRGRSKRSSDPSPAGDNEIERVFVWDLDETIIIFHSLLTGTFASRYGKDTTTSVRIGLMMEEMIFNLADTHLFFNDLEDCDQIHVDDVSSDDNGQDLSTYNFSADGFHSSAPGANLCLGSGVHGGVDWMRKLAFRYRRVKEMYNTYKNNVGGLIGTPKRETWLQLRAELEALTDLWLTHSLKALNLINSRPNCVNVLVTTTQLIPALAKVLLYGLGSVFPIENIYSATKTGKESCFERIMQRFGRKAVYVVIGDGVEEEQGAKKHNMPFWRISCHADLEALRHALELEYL
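Eya2 (0.2 uM) preincubated 10 min at ambient with compound, then OMFP substrate added at 50 uM; 10 min reaction in 50 mM HEPES pH 7.5, 50 mM NaCl, 5 uM MgCl2, 0.05% BSA, 1 mM DTT. Fluorescence read at Ex 485/Em 525 nm.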
Active calls of the source: *; ? = inconclusive; . = not tested or not shown; [ ] = remark or other dose. Unless noted, calls come from the whole dose curve; as a rule, active = well fitted curve in the direction sought with a large enough effect; inconclusive = small, poorly fitted or top-dose-only effect, or another doubt; inactive = no such curve, though single readings can be large; an effect the other way counts as inactive or inconclusive. Hits appear at their usual frequency. Share with any hit: about 2.6%.

SMILES	p53 reactivator	USP2a inh	uPA surface inh	S-ASM inh	TSG101-PTAP inh	BRCA1 expr up	ELG1 genotox	Integrin act MD	TRPV1 ag	B2AR arrestin	Eya2 phos inh
COc1ccc(OC)c(NC(=O)C2C3CCC(O3)C2C(=O)O)c1 (centres undefined)	0.6%	2.9%	.	.	.	.	4.4%	.	-1.0	-0.2%	-37.7%
COc1cc2c(cc1OC)CN(C(=O)C1CCC(=O)N(CCCN3CCOCC3)C1)CC2 (centres undefined)	6.4%	4.5%	1.3%	4.5%	-5.8%	6.3%	3.2%	?	-1.6	-0.3%	4.7%
Cn1c(Cc2ccc(Cl)cc2)nnc1SCC(=O)NC1CC1	16.1%	2.6%	0.7%	4.6%	3.2%	3.4%	6.9%	-21.7%	1.3	-0.4%	3.4%
CCOc1ccccc1NC(=O)C1CCN(C(=O)Cc2ccccc2)CC1	8.2%	4.0%	-3.5%	-2.2%	-1.5%	-7.9%	-0.1%	32.5%	7.5	-0.9%	3.7%
CCn1c(Cc2ccccc2)nnc1SCC(=O)N1CCCC1=O	.	-2.8%	16.2%	2.5%	.	-20.6%	-5.1%	-6.2%	2.7	0.2%	13.9%
CN(C)c1ccc(/C=N/N(CCC(=O)NC(C)(C)C)C2=NS(=O)(=O)c3ccccc32)cc1	-0.2%	1.0%	-4.4%	-15.3%	?	14.8%	0.8%	-18.6%	?	-0.6%	-27.4%
NCCc1nnc(SCC(N)=O)o1	-21.6%	3.4%	4.7%	3.4%	-0.5%	-3.6%	0.6%	-6.3%	-6.3	-0.1%	3.7%
O=S(=O)(c1cccc2cccnc12)N1CCc2ccccc21	-2.3%	-3.8%	6.7%	-0.6%	-1.6%	-5.0%	-3.7%	17.6%	5.7	-1.2%	2.7%
Cc1ccc(S(=O)(=O)CCC(=O)OC(C)C(=O)Nc2ccc(N3CCOCC3)cc2)cc1 (centres undefined)	20.4%	0.7%	-18.3%	4.3%	-2.9%	3.4%	4.2%	-15.7%	0.3	0.1%	-0.1%
Cc1ccc(C(=O)NC(=S)N(C)Cc2ccccc2)cc1	.	.	?	5.8%	0.3%	47.7%	.	-0.6%	.	.	.
CS(=O)(=O)N1N=C(c2ccccc2)CC1c1ccc2c(c1)OCO2 (centres undefined)	?	2.3%	-1.7%	2.5%	?	73.7%	?	-7.4%	-3.6	-0.4%	5.7%
COc1ccc(-n2nc(C(N)=O)c(O)cc2=O)cc1	-3.7%	3.1%	3.8%	0.2%	-0.4%	0.4%	-0.5%	2.4%	-2.1	-0.1%	3.1%
CC(=O)Nc1nnc(Cc2ccccc2)s1	1.4%	2.1%	0.8%	2.6%	0.8%	2.9%	3.0%	-8.0%	1.3	0.3%	-14.0%
Fc1cccc(CN2CCN(c3nc4nonc4nc3NC3CC3)CC2)c1	-4.8%	-0.5%	10.9%	6.6%	-7.3%	21.8%	-3.1%	6.6%	-6.9	0.1%	-26.2%
CON(C)c1nc(OCCNC(=O)OCc2ccc(Cl)cc2Cl)nc(N(C)C)n1	-6.2%	1.2%	5.3%	0.1%	2.6%	0.5%	-8.7%	-12.8%	0.3	0.2%	0.6%
Cc1nn(-c2ccc(N3CCCCC3)nn2)c(C)c1CCC(=O)Nc1cc(F)ccc1F	?	0.9%	-2.4%	-1.9%	-2.6%	126.8%	3.3%	8.6%	-2.4	-0.4%	8.1%
CC(=O)N1c2ccc(S(=O)(=O)NCCc3ccc(Cl)cc3)cc2CC1C (centres undefined)	-1.1%	-2.5%	-5.7%	-1.4%	-6.8%	-9.7%	-1.7%	11.0%	0.9	-0.1%	1.8%
CCC(=O)c1ccc(OCC(=O)OCC(=O)c2c(N)n(C)c(=O)n(C)c2=O)cc1	-1.7%	-0.5%	7.2%	-2.6%	-1.9%	-0.7%	1.1%	21.6%	-4.4	0.2%	12.2%
CC(=O)N1CCN(c2ccc(C(N)=O)cc2[N+](=O)[O-])CC1	-1.1%	0.0%	-1.3%	-0.9%	-5.6%	0.0%	-2.0%	-32.9%	0.2	0.0%	5.1%
O=C(CCl)Nc1cccc2ncccc12	?	2.3%	-9.3%	6.8%	-2.1%	-76.3%	-10.9%	-60.0%[inhibitor]	-0.1	-0.8%	-12.3%
O=C(CCC(=O)N(CC(=O)NC1CCCC1)Cc1ccccc1)Nc1nccs1	3.7%	-1.4%	-3.9%	3.2%	-2.9%	-23.2%	-3.2%	16.8%	2.6	-0.3%	10.1%
COCCCn1c(=O)/c(=C\c2ccccc2OC(F)F)s/c1=C(/C#N)C(=O)NC(C)C	-9.5%	4.4%	-3.7%	8.0%	0.0%	15.2%	-0.4%	-11.6%	?	-1.4%	3.7%
CCn1c(SCC(=O)NCc2ccccc2)nnc1-c1cccnc1	-1.8%	0.4%	6.8%	4.7%	-7.2%	-10.5%	0.5%	-8.0%	2.3	-0.6%	-7.1%
Cc1cccc(/N=C2/NC(=O)C(Cc3ccccc3)S2)n1 (centres undefined)	0.8%	2.0%	5.5%	0.3%	1.5%	-17.6%	15.6%	19.9%	-0.1	-0.7%	3.1%
CCCCOc1cccc(C(=O)Nc2ccc(S(=O)(=O)Nc3nnc(CC)s3)cc2)c1	?	2.5%	-5.5%	-9.4%	-4.2%	-5.9%	1.9%	?	1.6	-0.2%	15.4%
COc1cc(C)ccc1OCCOCCOc1ccc(C)cc1[N+](=O)[O-]	-1.7%	1.9%	4.5%	-0.1%	-1.0%	-19.0%	2.2%	-10.3%	2.9	-0.8%	-5.7%
NC(=O)c1ccc(NC(=O)COC(=O)c2ccc(Cl)nc2)cc1	-6.8%	-0.3%	4.7%	1.3%	-2.2%	-10.8%	-4.6%	27.3%	0.7	-0.8%	1.6%
N#Cc1c(N)nc2c(c1-c1ccncc1)CCCCC2	3.6%	-1.5%	-3.7%	5.1%	-3.5%	-33.0%	-6.4%	11.3%[7.66 µM]	-0.6	-1.1%	-0.9%
COc1cccc(CN(C(=O)c2ccccc2Cl)C2CCS(=O)(=O)C2)c1 (centres undefined)	-1.2%	-0.1%	-0.3%	-2.7%	-2.5%	-5.7%	3.4%	-4.2%	3.7	0.2%	19.5%
COCc1nnc(NC(=O)CSc2ccc(C)cc2)s1	11.9%	-0.5%	1.6%	2.4%	-1.9%	1.8%	2.0%	11.8%[7.66 µM]	2.9	-0.2%	16.8%
Cc1sc2c(c1C)c(=O)n(-c1cccc(C(F)(F)F)c1)c(=O)n2CC(=O)NCc1ccco1	-5.6%	6.2%	-2.0%	2.3%	-2.0%	11.6%	0.8%	-8.4%	-6.1	0.2%	15.6%
N#Cc1sc2nc(-c3cccs3)cc(-c3ccc(F)cc3)c2c1N	6.0%	2.1%	3.5%	45.0%	0.5%	-35.0%	9.1%	14.6%	-1.7	-0.2%	6.9%
Cc1cccc(NC(=O)C(C)SCc2nc3sc(C)c(C)c3c(=O)[nH]2)n1 (centres undefined)	-1.8%	0.4%	9.2%	4.3%	0.4%	-14.6%	-3.0%	-0.3%	-6.0	0.3%	-12.9%
COc1ccc(CCn2c(NN=C3CCCC3)nc3c2c(=O)[nH]c(=O)n3C)cc1	-1.1%	-9.8%	7.6%	-3.3%	3.5%	-28.5%	-1.6%	8.8%	-1.4	0.6%	-2.2%
CCCc1c(C(=O)Nc2ccc(N3CCOCC3)cc2)cnn1-c1ccccc1	1.7%	-1.8%	3.5%	-1.5%	-1.5%	-45.1%	-1.7%	-16.1%	.	-0.9%	-3.3%
